GLP1R ag: qHTS of GLP-1 Receptor Agonists; Glucagon-like peptide 1 receptor (Homo sapiens), P43220; HEK293 GLP-1R CRE-luciferase, luminescence, 4-6 h; cells express a hypersensitive GLP-1R form; AID 624172, 2012; Potency, µM (titrated, usually from 45.6 µM), for the others: top-dose activation, hits mostly activators; 0.007% of 380,000 active; note: potency is the fitted concentration of half-maximal effect; % of control where 0% means no effect
FUS yeast rescue: qHTS for Suppressors of FUS Proteinopathy: Primary screen using FUS-linked yeast assay. S. cerevisiae FUS-expressing, growth rescue, OD600, 24 h. Potency, µM (titrated, usually from 76.6 µM), for inactives: top-dose growth rescue (activation), hits mostly activators. 0.24% of 390,000 active;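 note: potency is the fitted concentration of half-maximal effect; plate controls were DMSO vehicle for no effect and reference control for full effect; nearly all actives have a fitted effect of over 55% in size; some results filed as inactive show a strong effect at the top dose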
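Cultures pregrown in 2.5% raffinose medium are shifted to minimal medium containing 2% galactose to express toxic FUS. Compounds are tested at several concentrations. After 24hr at 30C, growth is quantified at 600 nm absorbance.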
aSyn yeast inh: qHTS of alpha-syn Inhibitors; 0.14% of 370,000 active; Potency, µM (highest dose often 46.1 µM), for the others: top-dose growth rescue (activation), hits mostly activators; Yeast expressing alpha-synuclein, growth rescue, BacTiter-Glo, 24 h; note: potency is the fitted concentration of half-maximal effect; % of control where 0% means no effect; nearly all actives have a fitted effect of over 65% in size
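Rescue of yeast growth: cells expressing toxic alpha-synuclein, induced in galactose at OD600 0.02, incubated with compound 24 h at 30 C. ATP luminescence quantified growth; inhibitors of toxicity appear as activators.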
PTHR1 agonist: qHTS for PTHR1 Agonists: Primary Screen | HEK293 GP2 PTHR1 cells, GloSensor cAMP luminescence, 1 h | Potency, µM (doses to about 115 µM), for the others: at the highest dose activation, most hits filed as activators | 0.075% of 410,000 active | AID 743266, 2014; note: potency is the fitted concentration of half-maximal effect; nearly all actives have a fitted effect of over 55% in size; some results filed as inactive show a strong effect at the top dose; inactives centre near -15; many of its hits are not listed in these tables
Target sequence (Q03431 whole entry, looked up): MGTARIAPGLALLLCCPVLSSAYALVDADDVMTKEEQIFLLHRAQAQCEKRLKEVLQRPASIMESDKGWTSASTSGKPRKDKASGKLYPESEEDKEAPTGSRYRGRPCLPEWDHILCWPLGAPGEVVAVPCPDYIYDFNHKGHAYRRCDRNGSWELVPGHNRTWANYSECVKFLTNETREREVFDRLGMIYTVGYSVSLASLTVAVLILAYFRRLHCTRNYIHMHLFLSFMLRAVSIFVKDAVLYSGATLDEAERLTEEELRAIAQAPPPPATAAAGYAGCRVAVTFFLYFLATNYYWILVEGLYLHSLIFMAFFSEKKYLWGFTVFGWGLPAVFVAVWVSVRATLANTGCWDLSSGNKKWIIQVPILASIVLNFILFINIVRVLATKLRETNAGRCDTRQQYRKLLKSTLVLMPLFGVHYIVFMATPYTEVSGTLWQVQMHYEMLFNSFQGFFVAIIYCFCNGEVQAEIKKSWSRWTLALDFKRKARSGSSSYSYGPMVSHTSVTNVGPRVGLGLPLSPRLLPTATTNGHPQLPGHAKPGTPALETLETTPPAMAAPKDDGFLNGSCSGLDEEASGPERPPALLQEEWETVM
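HEK-293-derived GP2 cells expressing PTHR1 and a GloSensor cAMP reporter, 3,000/well, plated overnight, given luciferin plus IBMX (each 0.5 mM as added) for 1 h at 37 °C, then compound for 1 h at 37 °C. Luminescence was read after 15 min at room temperature.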
pAkt inh: HTS Assay for Inhibitors of Akt Phophorylation: Primary Screen; Neuro2A IGF-stimulated pAkt S473 HTRF, 20 min; hits give low values; activity change, % for hits at 50 µM; 0.32% of 360,000 active; in the data active = activity change below about -80%; inconclusive = mostly about -51% to -80%; note: % is set by controls: 0 for no effect and ±100 for the full control effect
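Single-point screen (50 µM final compound) in Neuro2A cells stimulated 20 min with 6 nM IGF at 37 deg C. After lysis, Ser473-phosphorylated Akt read by HTRF (ex 330 nm, em 615/665 nm) as the 665/615 ratio.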
Abeta rescue: qHTS for compounds that reverse cellular toxicity of Amyloid beta (A-beta) peptide in yeast: Primary Screen; yeast expressing A-beta42, growth rescue, OD600, 48 h; response scale: 0% DMSO, 100% iron-clioquinol control; Potency, µM (series often up to 46.1 µM), for inactives: at the top dose growth rescue, usual class: activators; 0.063% of 410,000 active; AID 1347071, 2019; note: potency is the fitted concentration of half-maximal effect; nearly all actives have a fitted effect of over 55% in size
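Yeast A-beta toxicity model in growth medium with pinned compounds, 48 h at 30 C; growth read as absorbance at 600 nm. Normalized to FeCl3/clioquinol equimolar mix (positive) and DMSO (negative).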
DRD3 antagonist: qHTS of D3 Dopamine Receptor Antagonist: qHTS | D(3) dopamine receptor (Homo sapiens), P35462 | D3R cells, DiscoveRx beta-arrestin luminescence, antagonist mode; hits give low values | max response, negative = inhibition, % | 2.5% of 360,000 active | AID 652054, 2013; in the data active = max response below about -50%; inconclusive = no clear call, values can overlap the other calls; note: % is set by controls: 0 for no effect and ±100 for the full control effect; mostly tested at two doses, the higher about 12 µM
Target sequence (P35462 whole entry, looked up): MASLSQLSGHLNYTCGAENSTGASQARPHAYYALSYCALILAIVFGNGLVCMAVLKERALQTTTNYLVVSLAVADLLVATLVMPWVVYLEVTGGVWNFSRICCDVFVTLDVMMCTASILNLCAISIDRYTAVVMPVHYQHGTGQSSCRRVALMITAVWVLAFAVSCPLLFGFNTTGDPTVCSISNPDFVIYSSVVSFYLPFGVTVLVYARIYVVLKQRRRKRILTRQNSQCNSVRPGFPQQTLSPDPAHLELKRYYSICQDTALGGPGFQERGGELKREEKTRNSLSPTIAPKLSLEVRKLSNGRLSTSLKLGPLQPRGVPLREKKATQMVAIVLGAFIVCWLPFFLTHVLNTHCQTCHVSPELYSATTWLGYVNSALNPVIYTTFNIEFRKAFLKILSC
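Cells plated overnight at 1500 cells/well, then exposed to library compounds with dopamine controls for 90 minutes at 37 degrees C. DiscoveRx reagent added for 30–60 minutes at room temperature; luminescence read, quantitative HTS format.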
GLP-1R inv ag: qHTS of GLP-1 Receptor Inverse Agonists (Inhibition Mode). Glucagon-like peptide 1 receptor (Homo sapiens), P43220. HEK293 GLP-1R CRE-luciferase, luminescence, 24 h; GLP-1R form is constitutively active. Potency, µM (highest dose often 38.3 µM), for inactives: at the top dose activity change, negative = inhibition, hits mostly inhibitors. 1.6% of 410,000 active. AID 624417, 2012; note: potency is the fitted concentration of half-maximal effect; % is set by controls: 0 for no effect and ±100 for the full control effect; nearly all actives have a fitted effect of over 55% in size
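Constitutively active GLP-1R drives a cAMP-responsive luciferase in stably transfected HEK293 cells; test compounds are added after overnight (12 h) attachment and left 24 hr, and signal loss in luminescence marks inhibition.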
TDP43 rescue: qHTS of TDP-43 Inhibitors; AID 652104, 2013; Potency, µM (highest dose often 46.1 µM), for inactives: at the highest dose growth rescue (activation), actives largely listed as activators; 1.8% of 410,000 active; TDP-43 expressing yeast growth rescue, BacTiter-Glo, 24 h; note: potency is the fitted concentration of half-maximal effect; % of control where 0% means no effect; nearly all actives have a fitted effect of over 50% in size
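Readout is BacTiter-Glo luminescence of cell growth, so inhibitors register as activators. TDP-43-expressing yeast at OD600=0.02 in galactose medium, after raffinose pregrowth to mid-log, were incubated with compound for 24 hr at 30 deg C.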
An asterisk follows results filed as active; i = inactive; ? = inconclusive; / = not tested or not shown; [ ] = remark or other dose. Unless noted, calls come from the whole dose curve; as a rule, active = well fitted curve in the direction sought with a large enough effect; inconclusive = small, poorly fitted or top-dose-only effect, or another doubt; inactive = no such curve, though single readings can be large; an effect the other way counts as inactive or inconclusive. Not all compounds are listed. The share of hits here may be higher or lower than overall.

item	mol	GLP1R ag	FUS yeast rescue	aSyn yeast inh	PTHR1 agonist	pAkt inh
1	COc1ccc(C(=O)CSc2nnc(CNC(=O)c3ccco3)n2C)cc1	0%	-3%	-5%	i	i
2	CCc1c(O)nc2sc3ccccc3n2c1=O	-2%	-9%	2%	1%[57.5 µM]	i
3	CN(C1=NS(=O)(=O)N=C(N(C)c2ccccc2)O1)c1ccccc1	-4%	0%	1%	-22%	i
4	O=C(NCc1ccccc1Cl)C1CC(=O)N(Cc2ccccc2)C1 (configuration not stated)	0%	-6%	-7%	i	i
5	C/C(=N\NC(=O)c1cccs1)c1ccc(C(=O)O)s1	3%	-7%	5%	7%	i
6	CCCN1C(C(=O)c2ccccc2)=C(OC(=O)COc2ccccc2)c2ccccc2S1(=O)=O	/	-7%	/	-48%[inhibitor]	/
7	CCN(CC)C(=O)c1cccc(NC(=O)c2ccccc2OCc2c(C)noc2C)c1	8%	32%	2%	-12%	i
8	C=C(Cl)COc1ccc2c(CCCC)cc(=O)oc2c1	6%	13%	-4%	-4%	i

item	Abeta rescue	DRD3 antagonist	GLP-1R inv ag	TDP43 rescue
1	3%	-5	29%	7%[9.22 µM]
2	-2%	38	9%	-10%
3	0%	11	?	16%
4	12%	10	7%[7.66 µM]	-3%
5	11%	-1	3%	11%
6	-77%[inhibitor]	/	?	-89%[inhibitor]
7	4%	17	20%	13%
8	-7%	18	?	?

The listing continues.
item	mol	GLP1R ag	FUS yeast rescue	aSyn yeast inh	PTHR1 agonist	pAkt inh
9	O=C(/C=C/NCc1ccc(F)cc1)c1ccccc1	12%	-15%	-5%	-14%	i
10	COc1ccc2c(c1OC)c(=O)n1c3ccc(OC(C)C(=O)NCCCN4CCOCC4)cc3c3ccnc2c31 (configuration not stated)	9%	2%	2%	i	i
11	COC(=O)CNC(c1ccccc1Cl)c1cc(Br)ccc1NC(=O)CCN1CCOCC1 (configuration not stated)	3%	2%	2%	i	i
12	COc1cc(C(=O)NCCc2ccc(S(N)(=O)=O)cc2)ccc1OCc1c(C)noc1C	-2%	7%	-4%	i	i
13	C=CCOC(=O)C1=C[C@H](C(C)(C)C)[C@@H](CCCO)[C@H](OCC)O1	20%	10%	12%	-36%[inhibitor]	i
14	CC1Cc2ccccc2N1C(=O)CSc1ncc(-c2ccc(F)cc2)n1C (configuration not stated)	16%	28%	12%	-6%	i
15	C=CCOC(=O)c1ccccc1C(=O)OCC1CO1 (configuration not stated)	2%	5%	-3%	i	i
16	O=C(c1cc(Br)ccc1OC(F)F)N1CCN2CCCC2C1 (configuration not stated)	1%	-10%	-12%	i	i

item	Abeta rescue	DRD3 antagonist	GLP-1R inv ag	TDP43 rescue
9	-26%	-7	5%	14%
10	-17%	-9	25%	2%
11	-19%	12	?	18µM*
12	-12%	4	9%	-10%
13	4%	-21	-28%	11%
14	?	8	?	-10%[0.397 µM]
15	3%	1	2%	-3%
16	-14%	-9	-2%	3%

Reformatted with one line to a screen: four of the compounds above
(11) COC(=O)CNC(c1ccccc1Cl)c1cc(Br)ccc1NC(=O)CCN1CCOCC1 (configuration not stated)
(12) COc1cc(C(=O)NCCc2ccc(S(N)(=O)=O)cc2)ccc1OCc1c(C)noc1C
(13) C=CCOC(=O)C1=C[C@H](C(C)(C)C)[C@@H](CCCO)[C@H](OCC)O1
(14) CC1Cc2ccccc2N1C(=O)CSc1ncc(-c2ccc(F)cc2)n1C (configuration not stated)

assay / compound	11	12	13	14
GLP1R ag	3%	-2%	20%	16%
FUS yeast rescue	2%	7%	10%	28%
aSyn yeast inh	2%	-4%	12%	12%
PTHR1 agonist	i	i	-36%[inhibitor]	-6%
pAkt inh	i	i	i	i
Abeta rescue	-19%	-12%	4%	?
DRD3 antagonist	12	4	-21	8
GLP-1R inv ag	?	9%	-28%	?
TDP43 rescue	18µM*	-10%	11%	-10%[0.397 µM]

The listing continues:
item	mol	GLP1R ag	FUS yeast rescue	aSyn yeast inh	PTHR1 agonist	pAkt inh
17	O=C(CSc1ccccn1)N1CCN(c2cccc(Cl)c2)CC1	-3%	1%	-1%	-23%	i
18	O=C(CCCCCN1C(=O)[C@@H]2Cc3ccccc3CN2C1=O)Nc1cccc(F)c1	7%	26%	8%	-49%[inhibitor]	i
19	Cc1ccc(-c2c[n+](CC(=O)Nc3ccc(C)cc3C)c3n2CCC3)cc1	5%	2%	-1%	i	i
20	Cc1ccc(NS(=O)(=O)c2csc(C(N)=O)c2)c(C)c1	2%	-23%	-2%	i	i
21	Cc1ccc(C(=O)CC(=O)c2ccc(C)cc2O)cc1	9%	10%	2%	-19%	i
22	Cc1cc(C)cc(Nc2ncnc3onc(-c4ccc(F)cc4)c23)c1	/	17%	/	i	/
23	C[C@@H]([C@H](O)c1ccccc1)N(C)C(=S)Nc1ccccc1	24%	-14%	-7%	i	i
24	CCCCOc1ccc(C(=O)NCc2cn3cccc(C)c3n2)cc1	/	6%	/	-2%	/

item	Abeta rescue	DRD3 antagonist	GLP-1R inv ag	TDP43 rescue
17	-13%	14	0%	?
18	-1%	23	-20%	-2%
19	-11%	?	5%	-8%
20	-3%	-13	?	0%
21	-23%	-77*	12%	0%
22	13%	/	-6%	21%
23	-9%	-5	4%	2%
24	-6%	/	-17%	21%

More results follow:
item	mol	GLP1R ag	FUS yeast rescue	aSyn yeast inh	PTHR1 agonist	pAkt inh
25	Cc1oc2c(O)c(O)ccc2c(=O)c1-c1ccccc1	-5%	-4%	-1%	i	i
26	CC(C#N)Sc1ncnc2sc3c(c12)CCC3 (configuration not stated)	27%	-19%	1%	-1%[57.5 µM]	i
27	COc1ccc2c(c1)[n+](=O)c(C(C)=O)c(C)n2[O-]	-2%	4%	-2%	i	i
28	CCc1ccc(OCC(=O)NNC(=O)c2cc(S(=O)(=O)N(C)C)ccc2N2CCCC2)cc1	11%	16%	4%	i	i
29	CCOc1ccc(NC(=O)C(=O)NCC2CCCN2CC)cc1 (configuration not stated)	-1%	12%	-8%	?	i
30	Cc1noc(C)c1CN(C(=S)NC1CC1)c1ccccc1	-1%	-9%	0%	i	i
31	COc1ccc(Cn2nnc3ccccc32)cc1	14%	-16%	10%	-31%[inhibitor]	i
32	COc1ccc(C(=O)C2CCCN(C(=O)c3noc4c3CCCC4)C2)c(C)c1 (configuration not stated)	29%	17%	-1%	-13%	i

item	Abeta rescue	DRD3 antagonist	GLP-1R inv ag	TDP43 rescue
25	13%	-6	24%	10%
26	11%	8	38%[activator]	18%
27	-3%	-11	18%	15%
28	-3%	1	-16%	-9%
29	-2%	-9	0%	-20%
30	11%	12	1%	20%
31	7%	?	?	27%
32	-5%	4	33%	4%

Remaining list, next part.
item	mol	GLP1R ag	FUS yeast rescue	aSyn yeast inh	PTHR1 agonist	pAkt inh
33	Cn1nc(-c2ccccc2F)c2cc(C(=O)NCc3cccc(Cl)c3)sc21	1%	32%	/	i	/
34	CC(C)N1CCC(C)(C(=O)Nc2ccc(Cl)c(Cl)c2)C1 (configuration not stated)	-2%	-22%	-9%	i	i
35	CCCC(=O)Nc1ccc2c(c1)COC2=O	0%	5%	1%	i	i
36	Cn1c(=O)c2c(nc(NCCNC(=O)c3ccco3)n2Cc2ccc(Cl)cc2Cl)n(C)c1=O	0%	12%	2%	i	i
37	COC(=O)C[C@@H]1C=C[C@@H](NC(=O)c2cccnc2)[C@@H](CO)O1	/	-5%	5%	i	i
38	CN=C1SC(CC(=O)Nc2ccc(F)cc2F)C(=O)N1/N=C(\C)c1cccc(OCC(=O)O)c1 (configuration not stated)	-1%	8%	0%	i	i
39	Cc1cccc(C)c1NC(=O)C(c1ccnc2ccccc12)n1c(=O)c(-c2ccco2)nc2ccccc21 (configuration not stated)	/	30%	0%	-5%	i
40	COc1ccc(C(=O)Nc2cc(C)on2)cc1S(=O)(=O)N1CC(c2ccccc2)CC1=O (configuration not stated)	12%	8%	4%	i	i

item	Abeta rescue	DRD3 antagonist	GLP-1R inv ag	TDP43 rescue
33	6%	/	?	?
34	-22%	0	?	1%
35	7%	2	23%	15%[9.22 µM]
36	-20%	-15	0%	-19%
37	-8%	-2	-5%	6%
38	-3%	7	5%	-1%
39	-3%	-6	1%	26%
40	-9%	-4	-3%	-9%

Next compounds
item	mol	GLP1R ag	FUS yeast rescue	aSyn yeast inh	PTHR1 agonist	pAkt inh
41	Cc1ccc(-c2nn(CC(=O)NC3CCCC3)c3c2cnc2ccc(F)cc23)cc1C	/	-12%	/	-3%	/
42	Cc1noc(C)c1COc1ccc(C(=O)OCC(=O)Nc2ccc3ccccc3c2)cc1	-9%	56%	17%	i	i
43	CC(C)Cn1c(CN2CCCCC2C)nc2c1c(=O)n(C)c(=O)n2C (configuration not stated)	10%	-14%	-1%	i	i
44	CN(C)/C=C1\N=C(c2ccc(Cl)cc2Cl)OC1=O	-4%	-5%	3%	-3%	i

item	Abeta rescue	DRD3 antagonist	GLP-1R inv ag	TDP43 rescue
41	-10%	/	11%	20%
42	6%	7	0%	9%
43	1%	2	-4%	0%
44	?	-8	0%	2%

Screening results as filed in PubChem BioAssay.
